High-throughput results as filed in PubChem BioAssay.
MEKK2wt PB1 HTS – modulators of MEK5 binding to wildtype MEKK2, primary screen, biochemical, multiplex bead flow cytometry, Alexa488-MEK5; Mitogen-activated protein kinase kinase kinase 2 (Homo sapiens), Q9Y2U5; Alexa488-MEK5 binding to MEKK2 WT; actives lie on both sides; binding response (% of control), % at 10 µM; 290,000 tested, 1.1% active; in the data active means binding response below about 67% or above about 130%
NALP1 inh – NALP1 inflammasome inhibitors in reconstituted yeast, colorimetric, S. cerevisiae, triplicate retest; S. cerevisiae NALP1/ASC/caspase-1 growth, X-gal OD620, 72 h; inhibition, % at 10 µM; 280,000 tested, 0.61% active; AID 2071, 2009; in the data active means inhibition mostly above about 24%, no sharp cut-off; inactive means mostly below about 32%; further: some compounds called inactive have numbers as strong as hits
PfM18AAP inh – PfM18AAP inhibitors, malaria aminopeptidase, primary screen, biochemical, QFRET, recombinant enzyme | M18 aspartyl aminopeptidase (Plasmodium falciparum 3D7) | H-Glu-NHMec fluorogenic cleavage | inhibition, % at 7.35 µM | 290,000 tested, 1.2% active | AID 1822, 2009;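 active means inhibition above the campaign mean inhibition over all tested compounds plus 3 SD, cut at about 28% in these data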;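 further: 0% = plate median of test compound wells and 100% = 2 mM ZnCl2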
V1aR counter – agonists of human V1a receptor, primary screen, counter-screen for OXTR agonist project, fluorescence, CHO-V1R cells; Vasopressin V1a receptor (Homo sapiens), P37288; Fluo-8 calcium fluorescence, agonist mode; 0% DMSO, 100% 3 nM vasopressin; activation, % at 3 µM; 320,000 tested, 0.25% active; AID 2797, 2010;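 active means activation above the mean activation of all tested compounds plus 3 SD, per screening run, cut at about 20% in these data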;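 further: signal is peak over basal fluorescence ratio across a 100 second FLIPR read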
Target sequence (P37288 whole entry, looked up): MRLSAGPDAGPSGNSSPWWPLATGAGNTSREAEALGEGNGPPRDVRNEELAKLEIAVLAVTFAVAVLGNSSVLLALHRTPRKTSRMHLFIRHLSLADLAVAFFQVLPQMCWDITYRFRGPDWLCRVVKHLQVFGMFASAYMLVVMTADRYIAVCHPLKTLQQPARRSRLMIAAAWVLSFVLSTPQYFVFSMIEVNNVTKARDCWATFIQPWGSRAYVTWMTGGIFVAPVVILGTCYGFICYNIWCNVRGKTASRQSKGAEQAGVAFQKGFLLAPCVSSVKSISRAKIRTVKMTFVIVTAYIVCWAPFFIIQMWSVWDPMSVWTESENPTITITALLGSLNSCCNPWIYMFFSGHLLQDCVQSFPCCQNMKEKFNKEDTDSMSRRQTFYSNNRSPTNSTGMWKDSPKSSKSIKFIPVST
MEKK2 mut-MEK5 – MEK5 binding signal on mutant MEKK2 PB1, primary screen, biochemical, multiplex bead flow cytometry, Alexa488-MEK5 | Alexa488-MEK5 binding to MEKK2 mutant | percent response, % at 10 µM | 290,000 tested, 0.35% active | AID 1530, 2009; in the data active means percent response above about 24%, passing the limit was not always enough; further: inactives centre near 1; some results filed as inactive read as strong as hits
OXTR potentiate – human OXTR potentiators, primary screen, fluorescence, CHO-OTR cells, Fluo-8 calcium; Fluo-8 calcium fluorescence, potentiator mode; 0% = oxytocin EC15, 100% = EC100; activation, % at 3 µM; 320,000 tested, 0.061% active; Oxytocin receptor (Homo sapiens), P30559;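 active means activation above that plate's cutoff, the mean activation of tested compounds plus 3 SD, cut at about 6.6% in these data, passing the limit was not always enough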;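 further: 100% uses oxytocin at 75 nM as the full agonist control; some results filed as inactive read as strong as hits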
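Measured by – Fluo-8 calcium dye fluorescence · Test system – human OTR in CHO cells · Dosing – one concentration, 3.0 µM compound · Controls – EC15 oxytocin alone as 0%, 75 nM oxytocin as 100% · Evaluation – normalized max/min fluorescence ratio, % activation · Timing – 6 min pre-incubation, 100 s read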
GalR3 antagonist – GalR3 antagonists in HEK293 cells, primary screen, cell-based, fluorescence readout; Galanin receptor type 3 (Homo sapiens), O60755; 360,000 tested, 0.44% active; inhibition, % at 3 µM; HEK293 GalR3-CNG cAMP membrane potential fluorescence; galR3 body fused to GalR1 C-terminus; AID 651719, 2012;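 active means inhibition above the screen-wide average plus 3 SD, cut at about 13% in these data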;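 further: forskolin and galanin both at EC90 stimulate the cells; cAMP rise reported by CNG channel membrane potential dye signal; 0% = forskolin plus galanin with DMSO and 100% = forskolin alone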
Target sequence (O60755 1-299 limits assumed): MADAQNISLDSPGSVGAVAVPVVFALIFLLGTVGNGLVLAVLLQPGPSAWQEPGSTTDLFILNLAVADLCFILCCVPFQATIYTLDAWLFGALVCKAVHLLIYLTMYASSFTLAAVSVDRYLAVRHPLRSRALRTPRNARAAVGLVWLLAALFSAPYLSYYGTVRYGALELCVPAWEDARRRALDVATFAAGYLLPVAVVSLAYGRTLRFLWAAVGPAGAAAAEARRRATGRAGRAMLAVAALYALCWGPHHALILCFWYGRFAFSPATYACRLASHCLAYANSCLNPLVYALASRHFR
GPR7 antagonist – GPR7 receptor antagonists, primary screen, cell-based, fluorescence, single concentration. Neuropeptides B/W receptor type 1 (Homo sapiens), P48145. GPR7-expressing cells, fluorescence antagonist assay. inhibition, % at 4.4 µM. 290,000 tested, 1.1% active; in the data active means inhibition above about 16%, passing the limit was not always enough;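 further: cells stimulated with the agonist NPW; 0% = agonist with vehicle and 100% = vehicle without agonist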
Target sequence (P48145 whole entry, looked up): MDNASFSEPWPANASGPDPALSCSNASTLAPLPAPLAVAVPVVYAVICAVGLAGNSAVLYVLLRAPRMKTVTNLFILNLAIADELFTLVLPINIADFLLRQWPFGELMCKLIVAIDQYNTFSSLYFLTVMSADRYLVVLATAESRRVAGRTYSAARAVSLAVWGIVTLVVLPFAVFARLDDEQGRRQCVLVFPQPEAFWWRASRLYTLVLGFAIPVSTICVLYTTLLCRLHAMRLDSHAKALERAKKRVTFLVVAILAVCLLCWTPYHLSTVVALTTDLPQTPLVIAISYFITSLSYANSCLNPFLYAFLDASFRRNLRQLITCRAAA
OXTR ag – human OXTR agonists, primary screen, fluorescence, CHO-OTR cells, Fluo-8 calcium; Fluo-8 calcium fluorescence; normalized: DMSO 0%, oxytocin 100%; 320,000 tested, 0.32% active; Oxytocin receptor (Homo sapiens), P30559; activation, % at 3 µM;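 active means activation above the mean of all tested compounds plus 3 SD, cutoff set per screening run, cut at about 20% in these data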;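 further: peak over basal fluorescence ratio from a 100 s FLIPR kinetic read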
Starred values were filed as active, the others as inactive.

What do the screens show for `CCN(CC)c1ccc(C2C(C(=O)OCCOC)=C(C)NC3=C2C(=O)CCC3)cc1` (stereo not drawn)?
MEKK2wt PB1 HTS: 104; NALP1 inh: 27; PfM18AAP inh: 12; V1aR counter: 0.4; MEKK2 mut-MEK5: 4; OXTR potentiate: 1; GalR3 antagonist: -2; GPR7 antagonist: -10; OXTR ag: 1.6

What do the screens show for `N#Cc1nc(-c2ccccc2F)oc1NC1CCCCC1`?
MEKK2wt PB1 HTS: 102; NALP1 inh: 9; PfM18AAP inh: -5; V1aR counter: -2.0; MEKK2 mut-MEK5: 0; OXTR potentiate: -7; GalR3 antagonist: 1; GPR7 antagonist: 1; OXTR ag: -2.5

What do the screens show for `CC1CCCCN1C(=O)c1cc(S(=O)(=O)N2CCCCC2)c[nH]1` (stereo not drawn)?
MEKK2wt PB1 HTS: 102; NALP1 inh: 20; PfM18AAP inh: 0; V1aR counter: 1.4; MEKK2 mut-MEK5: -1; OXTR potentiate: -5; GalR3 antagonist: 0; GPR7 antagonist: 1; OXTR ag: 1.1

Results for O=C(O)CN1C(=O)SC(Nc2ccccc2C(=O)O)C1=O (stereo not drawn) ?
MEKK2wt PB1 HTS: 108; NALP1 inh: 0; PfM18AAP inh: 3; V1aR counter: 0.3; MEKK2 mut-MEK5: 10; OXTR potentiate: -9; GalR3 antagonist: 7; GPR7 antagonist: -5; OXTR ag: 0.6

How did Cc1ccc2[nH]c(=O)c(CN(Cc3ccco3)C(=O)c3cccs3)cc2c1 do in these assays?
MEKK2wt PB1 HTS: 103; NALP1 inh: 14; PfM18AAP inh: -8; MEKK2 mut-MEK5: 7; GPR7 antagonist: -2

What do the screens show for `CC(=O)N1CCN(c2ccc(NCc3ccc(C)s3)cc2)CC1`?
MEKK2wt PB1 HTS: 113; NALP1 inh: 8; PfM18AAP inh: -2; V1aR counter: 1.6; MEKK2 mut-MEK5: 14; OXTR potentiate: -8; GPR7 antagonist: -13; OXTR ag: -0.2

What do the screens show for `O=C(Nc1ccc2c(c1)OCCO2)NC1CCCCC1`?
MEKK2wt PB1 HTS: 101; NALP1 inh: -7; PfM18AAP inh: 0; V1aR counter: 0.1; MEKK2 mut-MEK5: 6; OXTR potentiate: -10; GPR7 antagonist: -2; OXTR ag: -0.5

Results for CCCc1ccc(OCCNC(=O)c2ccco2)cc1 ?
MEKK2wt PB1 HTS: 101; NALP1 inh: 8; PfM18AAP inh: 0; MEKK2 mut-MEK5: 2; GalR3 antagonist: 0; GPR7 antagonist: -2

What do the screens show for `CN(Cc1ccco1)S(=O)(=O)c1nnc(NC(=O)c2cccc(Cl)c2)s1`?
MEKK2wt PB1 HTS: 95; NALP1 inh: 8; PfM18AAP inh: -3; V1aR counter: 8.4; MEKK2 mut-MEK5: -9; OXTR potentiate: -5; GalR3 antagonist: -3; GPR7 antagonist: 8; OXTR ag: 3.3

Results for O=[N+]([O-])c1ccc2nn(Cc3ccccc3)cc2c1 ?
MEKK2wt PB1 HTS: 99; NALP1 inh: 11; PfM18AAP inh: 4; V1aR counter: -0.1; MEKK2 mut-MEK5: -5; OXTR potentiate: -11; GalR3 antagonist: -11; GPR7 antagonist: 15; OXTR ag: 0.8

What do the screens show for `Cc1ccccc1OCCn1cc(/C(N)=N/O)c2ccccc21`?
MEKK2wt PB1 HTS: 103; NALP1 inh: 16; PfM18AAP inh: 9; V1aR counter: 6.1; MEKK2 mut-MEK5: 2; OXTR potentiate: -12; GalR3 antagonist: -3; GPR7 antagonist: 13; OXTR ag: 9.4

How did COc1c2c(cc3oc(=O)c4c5ccc(O)cc5oc4c13)OC(C)(C)CC2 do in these assays?
MEKK2wt PB1 HTS: 103; V1aR counter: 0.0; MEKK2 mut-MEK5: 1; OXTR potentiate: -7; GalR3 antagonist: -3; OXTR ag: 1.0

The last 2 records of the part before open the next one:
What do the screens show for `Cc1ccccc1OCCn1cc(/C(N)=N/O)c2ccccc21`?
MEKK2wt PB1 HTS: 103; NALP1 inh: 16; PfM18AAP inh: 9; V1aR counter: 6.1; MEKK2 mut-MEK5: 2; OXTR potentiate: -12; GalR3 antagonist: -3; GPR7 antagonist: 13; OXTR ag: 9.4

How did COc1c2c(cc3oc(=O)c4c5ccc(O)cc5oc4c13)OC(C)(C)CC2 do in these assays?
MEKK2wt PB1 HTS: 103; V1aR counter: 0.0; MEKK2 mut-MEK5: 1; OXTR potentiate: -7; GalR3 antagonist: -3; OXTR ag: 1.0

Results for COCCN1C(=O)C(O)=C(C(C)=O)C1c1ccc(OC)c(OC)c1 (stereo not drawn) ?
MEKK2wt PB1 HTS: 103; NALP1 inh: 10; PfM18AAP inh: 0; V1aR counter: 0.6; MEKK2 mut-MEK5: -2; OXTR potentiate: -10; GalR3 antagonist: -3; GPR7 antagonist: 5; OXTR ag: 0.4

How did O=C(O)c1[nH]c2ccc([N+](=O)[O-])cc2c1-c1ccccc1 do in these assays?
MEKK2wt PB1 HTS: 97; NALP1 inh: 2; PfM18AAP inh: -3; V1aR counter: 0.5; MEKK2 mut-MEK5: -8; OXTR potentiate: 0; GalR3 antagonist: -5; GPR7 antagonist: -11; OXTR ag: 0.1

Results for N/C(=N\OC(=O)COc1ccc2ccccc2c1)c1ccccn1 ?
MEKK2wt PB1 HTS: 106; NALP1 inh: 2; PfM18AAP inh: 1; V1aR counter: 13; MEKK2 mut-MEK5: 8; OXTR potentiate: -13; GalR3 antagonist: -3; GPR7 antagonist: -13; OXTR ag: 10

What do the screens show for `O=C(NCCc1cccs1)C(c1ccccc1)c1ccccc1`?
MEKK2wt PB1 HTS: 108; NALP1 inh: 13; PfM18AAP inh: 8; V1aR counter: 0.3; MEKK2 mut-MEK5: 11; OXTR potentiate: -1; GalR3 antagonist: -13; GPR7 antagonist: 4; OXTR ag: -2.1

Results for Cc1ccc(CN(C)C(=O)CC2C(=O)NCCN2CC2CCCCC2)cc1 (stereo not drawn) ?
MEKK2wt PB1 HTS: 107; NALP1 inh: 9; PfM18AAP inh: 12; V1aR counter: -0.3; MEKK2 mut-MEK5: 2; OXTR potentiate: -6; GalR3 antagonist: -5; GPR7 antagonist: 7; OXTR ag: -1.6

How did Cc1nc2sc3c(c2c2nc(-c4ccco4)nn12)CCCC3 do in these assays?
MEKK2wt PB1 HTS: 101; NALP1 inh: -6; PfM18AAP inh: 6; MEKK2 mut-MEK5: 0; GPR7 antagonist: -2

How did COC(=O)Cc1c(C)[nH]n(-c2cc(Cl)cc(Cl)c2)c1=O do in these assays?
MEKK2wt PB1 HTS: 101; NALP1 inh: 18; PfM18AAP inh: 8; V1aR counter: 0.2; MEKK2 mut-MEK5: -5; OXTR potentiate: -16; GalR3 antagonist: 0; GPR7 antagonist: -6; OXTR ag: 0.5

How did O=C(c1ccc(-n2cccc2)cc1)N1CCOCC1 do in these assays?
MEKK2wt PB1 HTS: 108; NALP1 inh: 0; PfM18AAP inh: -8; V1aR counter: 0.1; MEKK2 mut-MEK5: 11; OXTR potentiate: -7; GalR3 antagonist: 5; GPR7 antagonist: -2; OXTR ag: -1.0

Results for O=Cc1ccc(OCc2ccc3c(c2)OCO3)cc1 ?
MEKK2wt PB1 HTS: 109; NALP1 inh: 8; PfM18AAP inh: -5; V1aR counter: 0.3; MEKK2 mut-MEK5: 9; OXTR potentiate: -16; GalR3 antagonist: -10; GPR7 antagonist: -10; OXTR ag: -2.3

How did COc1ccc(-c2nnc(NC(=O)c3cc(Cl)ccc3Cl)o2)cc1 do in these assays?
MEKK2wt PB1 HTS: 99; NALP1 inh: -12; PfM18AAP inh: 0; V1aR counter: -1.3; MEKK2 mut-MEK5: -7; OXTR potentiate: -5; GalR3 antagonist: -1; GPR7 antagonist: -14; OXTR ag: -2.0

What do the screens show for `COc1ccccc1NC(=O)CSc1nnnn1Cc1ccccc1`?
MEKK2wt PB1 HTS: 105; NALP1 inh: 2; PfM18AAP inh: 3; V1aR counter: 0.0; MEKK2 mut-MEK5: 3; OXTR potentiate: -8; GalR3 antagonist: -2; GPR7 antagonist: 4; OXTR ag: -0.9

How did CCOC(=O)N1CCN(C(=O)Cc2ccc(C)cc2)CC1 do in these assays?
MEKK2wt PB1 HTS: 113; NALP1 inh: 6; PfM18AAP inh: 4; V1aR counter: -0.6; MEKK2 mut-MEK5: 7; OXTR potentiate: -1; GalR3 antagonist: -3; GPR7 antagonist: 20; OXTR ag: -0.6

Results for Cc1c(C)n(Cc2ccc(Cl)cc2)c2ccc(C(=O)NCCN3CCOCC3)cc12 ?
MEKK2wt PB1 HTS: 120; NALP1 inh: 12; PfM18AAP inh: 1; V1aR counter: 3.4; MEKK2 mut-MEK5: 9; OXTR potentiate: -5; GalR3 antagonist: 2; GPR7 antagonist: -5; OXTR ag: 2.5

Results for Cc1ccc(CCNC(=O)c2sc3nc4n(c(=O)c3c2C)CCC4)cc1 ?
MEKK2wt PB1 HTS: 100; NALP1 inh: 18; PfM18AAP inh: 3; V1aR counter: 5.7; MEKK2 mut-MEK5: 3; OXTR potentiate: -6; GalR3 antagonist: -1; GPR7 antagonist: -3; OXTR ag: 3.0

Results for Cc1cc(C)cc(NC(=O)C2CCCN(S(=O)(=O)c3c(C)noc3C)C2)c1 (stereo not drawn) ?
MEKK2wt PB1 HTS: 97; NALP1 inh: 16; PfM18AAP inh: -1; V1aR counter: 1.3; MEKK2 mut-MEK5: 2; OXTR potentiate: -5; GalR3 antagonist: -2; GPR7 antagonist: -9; OXTR ag: -0.3

How did CN(CC(=O)Nc1ccc(Cl)c(C(F)(F)F)c1)C(=O)CCc1nc2ccccc2c(=O)[nH]1 do in these assays?
V1aR counter: -0.5; OXTR potentiate: -1; GalR3 antagonist: -3; OXTR ag: 0.6

Results for Cc1ncoc1C(=O)N1CCCC(C(=O)c2ccc(Oc3ccccc3)cc2)C1 (stereo not drawn) ?
MEKK2wt PB1 HTS: 96; NALP1 inh: -6; PfM18AAP inh: 0; V1aR counter: 4.4; MEKK2 mut-MEK5: 0; OXTR potentiate: 2; GalR3 antagonist: 1; GPR7 antagonist: -7; OXTR ag: 1.4

What do the screens show for `CCC(C)c1ccc(NC(=S)NCCn2cc(Cl)cn2)cc1` (stereo not drawn)?
MEKK2wt PB1 HTS: 110; NALP1 inh: 10; PfM18AAP inh: 3; V1aR counter: 2.2; MEKK2 mut-MEK5: 5; OXTR potentiate: -14; GalR3 antagonist: 1; GPR7 antagonist: -9; OXTR ag: -3.2
